Giardia kill: Giardia lamblia killing. 0.15% of 340,000 active. AID 540267. activity change, % at 7.66 µM, hits read low. Giardia lamblia trophozoite viability; in the data active means activity change below about -80%; inconclusive means between about -30% and that limit;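 further: parasites exposed to compound for two days anaerobically before the ATP read; on the % scale 0 is the no-effect control and ±100 the full control effect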
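Anaerobic 48 hrs incubation at 37 deg C of 100 trophozoites/well with test compounds; ATPLite 1-Step luminescence, 15-30 min RT, reports cellular ATP as viability.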
CXXC DNA block: inhibitors of human MLL CXXC domain-DNA interaction | Potency, µM (series often up to 115 µM), for inactives: at the highest dose activity change, negative = inhibition, usual class: inhibitors | 0.037% of 290,000 active | MLL-CXXC / FITC-HOXA9 DNA fluorescence polarization; active means well fitted inhibition curve with a large enough effect in the polarisation, with a control signal flat, not every such curve was filed as active; inconclusive means small, poorly fitted or top-dose-only effect, or effect the other way, or a change in a side signal; inactive means no such curve, though single readings can be large or run the other way; the % refers to the polarisation; further: potency means the concentration at half of the fitted maximal effect
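Purified MLL-CXXC (added from a 7 uM solution) was preincubated 5 min at ambient with pinned compounds in 50 mM Tris-HCl pH 7.5, 50 mM NaCl, 1 mM DTT, 0.05% BSA. Fluorescein-labeled HOX-A9 DNA (50 nM solution) followed, 30 min, then polarization read.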
KCNH2 3.1 block: inhibitors of human KCNH2 3.1 potassium channel isoform. activity change, % (tested at about 1.8 µM). U2OS KCNH2 3.1, thallium flux FluxOr; stronger effect = lower value. 0.95% of 340,000 active;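 active means maximum activity change below -70%; inconclusive means maximum activity change from -70% to -50%; inactive means maximum activity change above -50%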;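 further: thallium influx rate constant from kinetic fluorescence after stimulation buffer; on the % scale 0 is the no-effect control and ±100 the full control effect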
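FluxOr-based Tl+ influx in U2OS cells transduced with KCNH2 3.1 virus; rate constants normalized to DMSO controls.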
PKM2 activator: PKM2 (human) enzyme activation | P14618 | purified PKM2, Kinase-Glo ATP luminescence, activation; response scale: 0% is enzyme alone, no compound | Potency, µM (series often up to 57.5 µM), inactives show at the highest dose activation, actives largely listed as activators | 0.34% of 260,000 active | AID 1631; further: potency means the concentration at half of the fitted maximal effect; on the % scale 0 is the no-effect control and ±100 the full control effect; nearly all actives have a fitted effect of over 55% in size
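hPK-M2, >95% pure; 0.1 mM ADP / 0.5 mM PEP final; imidazole pH7.2 buffer w/ 7 mM MgCl2, 50 mM KCl; 1 h RT; Kinase-Glo lum. Intermediate enzyme activity for dual inhibitor/activator qHTS.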
hERG WT inh: blocks the wildtype human KCNH2 potassium channel; Q12809; U2OS, BacMam KCNH2, thallium flux FluxOr; stronger effect = lower value; activity change, % at 1.84 µM; 0.37% of 340,000 active; AID 720551;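 active means maximum activity change below -70%; inconclusive means maximum activity change between -70% and -50%; inactive means maximum activity change above -50%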; further: on the % scale 0 is the no-effect control and ±100 the full control effect
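U2OS cells were transduced with wild-type KCNH2 virus (2.03 x 10^8 / mL) for 4 h at room temperature, then cultured overnight at 37 C. Thallium flux was read with FluxOr dye. Rate constants were normalized to DMSO controls.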
USP2a inh: inhibitors of human ubiquitin-specific protease USP2a | USP2 core, Ub-CHOP2 coupled fluorogenic reporter, 485/531 | AID 463254 | 0.01% of 330,000 active | Potency, µM (titrated, usually from 38.3 µM), for inactives: at the top dose activity change, negative = inhibition, most hits filed as inhibitors | O75604;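 further: potency means the concentration at half of the fitted maximal effect; plate controls were DMSO wells for no effect and full inhibition by NEM control for full effect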
Target sequence (O75604 whole entry, looked up): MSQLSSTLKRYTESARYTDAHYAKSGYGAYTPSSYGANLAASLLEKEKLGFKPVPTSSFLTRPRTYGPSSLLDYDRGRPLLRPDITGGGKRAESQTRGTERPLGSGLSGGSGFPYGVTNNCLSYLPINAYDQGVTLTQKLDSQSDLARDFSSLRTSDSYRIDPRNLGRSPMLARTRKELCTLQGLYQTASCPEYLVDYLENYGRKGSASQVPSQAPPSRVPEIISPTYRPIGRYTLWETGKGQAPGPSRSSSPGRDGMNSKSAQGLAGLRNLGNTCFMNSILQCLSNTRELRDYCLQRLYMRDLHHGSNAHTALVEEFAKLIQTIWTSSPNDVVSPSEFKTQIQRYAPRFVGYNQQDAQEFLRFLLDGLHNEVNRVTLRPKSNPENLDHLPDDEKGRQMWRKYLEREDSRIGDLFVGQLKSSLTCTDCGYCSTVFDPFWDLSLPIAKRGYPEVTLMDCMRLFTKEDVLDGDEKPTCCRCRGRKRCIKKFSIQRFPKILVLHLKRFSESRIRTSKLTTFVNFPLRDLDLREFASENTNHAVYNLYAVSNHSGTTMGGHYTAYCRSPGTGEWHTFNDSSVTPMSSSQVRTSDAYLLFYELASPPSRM
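Cell-free coupled assay: 10nM USP2 core preincubated 30min RT with compound in Tris-HCl pH 8.0/CaCl2/CHAPS buffer, then 25nM Ub-CHOP2 and 25nM reporter substrate; fluorescence (Ex 485/Em 531) read after 60min RT, normalized to NEM inhibition, concentration-response curves fitted.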
Menin MLL FP TR: menin-MLL binding inhibition, Texas Red mutant peptide; O00255; Menin + Texas Red MLL mutant peptide, fluorescence polarization; Potency, µM (doses to about 61.6 µM), without a hit: at the highest dose FP activity change, negative = inhibition, usual class: inhibitors; 0.23% of 270,000 active; active means well fitted inhibition curve with a large enough effect in the polarisation, with a control signal flat, not every such curve was filed as active; inconclusive means small, poorly fitted or top-dose-only effect, or effect the other way, or a change in a side signal; inactive means no such curve, though single readings can be large or run the other way; the % refers to the polarisation; further: potency means the concentration at half of the fitted maximal effect; % of control where 0% means no effect; many of its hits are not listed in these tables
GALK inhibitor: inhibitors of human galactokinase. Purified GALK, Kinase-Glo residual ATP luminescence. Potency, µM (doses to about 57.5 µM), inactives show at the highest dose activity change, negative = inhibition, actives largely listed as inhibitors. AID 1868. P51570. 0.007% of 270,000 active; further: potency means the concentration at half of the fitted maximal effect; on the % scale 0 is the no-effect control and ±100 the full control effect
Target sequence (P51570 whole entry, looked up): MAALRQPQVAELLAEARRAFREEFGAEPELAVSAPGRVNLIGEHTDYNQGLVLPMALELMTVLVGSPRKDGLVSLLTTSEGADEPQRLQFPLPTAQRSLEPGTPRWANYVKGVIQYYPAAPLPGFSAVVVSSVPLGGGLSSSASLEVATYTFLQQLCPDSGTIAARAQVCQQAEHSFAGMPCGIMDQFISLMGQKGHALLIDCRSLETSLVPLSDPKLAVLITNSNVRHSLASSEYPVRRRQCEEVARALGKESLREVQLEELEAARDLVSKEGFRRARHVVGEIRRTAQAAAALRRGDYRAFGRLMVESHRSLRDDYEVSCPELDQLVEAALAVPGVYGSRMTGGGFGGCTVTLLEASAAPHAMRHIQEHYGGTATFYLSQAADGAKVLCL
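Kinase-Glo Plus luminescence measured ATP left after a 1 h room-temperature reaction. The reaction used 5 nM GALK, 100 uM galactose and 35 uM ATP at pH 8.0 (20 mM HEPES, 5 mM MgCl2, 60 mM NaCl, 1 mM DTT, 0.01% BSA).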
B2AR arrestin: recruits beta-arrestin to the human beta2-adrenergic receptor. P07550. beta-arrestin recruitment to beta2AR, cell-based reporter. Potency, µM (doses to about 46.1 µM), inactives show at the highest dose activation, most hits filed as activators. 0.02% of 330,000 active. AID 492947;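 further: potency means the concentration at half of the fitted maximal effect; 0% = DMSO controls and full agonism = EC100 isoproterenol or metaproterenol; nearly all actives have a fitted effect of over 65% in size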
FBPA coupling cs: counter-screen for Giardia aldolase inhibitors: coupling enzyme system; activity change, negative = inhibition, % at 58.2 µM, hits read low; AID 2472; 0.67% of 290,000 active; coupling enzyme system counterscreen, AmpLite Red fluorescence; in the data active means activity change below about -30%; further: on the % scale 0 is the no-effect control and ±100 the full control effect
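Compounds tested against the coupling enzymes alone at 57.5 uM final; readout was AmpLite Red fluorescence (525/598 nm) after 20 min at RT.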
TRPV1 ag: human TRPV1 agonism; Q8NER1; TRPV1-expressing cells, Fluo-8 calcium influx, agonist mode; activation, % at 8.33 µM; 0.19% of 320,000 active; in the data active means activation above about 80%; inconclusive means between about 30% and that limit; further: 0% is about no effect
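Cells expressing TRPV1 were dye-loaded with Fluo-8 and read kinetically: 10 s baseline, 3 min after compound (agonist portion), then 2 min after EC20 capsaicin (allosteric enhancer portion). Calcium-bound dye fluorescence at 480/520 nm.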
* marks the source's active call; other numbers are inactive results; ? = inconclusive; . = no result given; [ ] = another dose, or the depositor's remark. Unless noted, the call rests on the fitted dose curve; in most records, active means well fitted curve in the direction sought with a large enough effect; inconclusive means small, poorly fitted or top-dose-only effect, or another doubt; inactive means no such curve, though single readings can be large; an effect the other way counts as inactive or inconclusive. The list is partial, so the mix of outcomes need not match the whole.

SMILES | Giardia kill | CXXC DNA block | KCNH2 3.1 block | PKM2 activator | hERG WT inh | USP2a inh | Menin MLL FP TR | GALK inhibitor | B2AR arrestin | FBPA coupling cs | TRPV1 ag
Cc1ccc(N(Cc2cc3ccccc3[nH]c2=O)C(=O)c2cccs2)cc1 | 18 | 4% | -8 | 5% | -2 | 2% | 1% | -1% | -0.4% | 2 | 4
COc1ccc(-c2cccc(C(=O)Nc3cccc(C(=O)O)c3)c2)cc1 | 10 | 1% | 14 | 0% | -5 | -5% | ? | 1% | -1.2% | 13 | 4
Cc1ccc(C)c(OCC(=O)N/N=C\c2cccn2C)c1 | ? | 15% | 8 | 8% | -12 | 8% | 0% | -2% | -0.4% | 0 | ?
COc1cc(NS(C)(=O)=O)cc(OC)c1OC | -2 | 5% | -1 | 10% | -3 | 4% | -6% | 8% | 3.9% | 1 | -3
COc1cccc(OCc2cc(/C=N/n3cncn3)ccc2OC)c1 | -3 | 14% | 3 | -3% | -15 | 2% | . | -1% | -0.6% | -2 | -1
COC(=O)c1ccc(NC(=O)C(C)N2C(=O)c3ccccc3C2=O)cc1 (stereo not given) | 18 | 8% | 0 | 1% | -3 | 2% | 1% | -1% | -0.3% | 1 | 2
C/C(=N\NC(=O)CCc1c(C)n[nH]c1C)c1ccc([N+](=O)[O-])cc1 | -25 | 3% | 5 | -6% | 0 | -3% | . | 6% | 4.4% | 0 | 17
CCN1CCN(CCCNC(=O)CN2C(=O)c3cccnc3Oc3ccc(Cl)cc32)CC1 | 21 | 11% | 30 | . | 7 | 6% | . | -6% | 0.4% | . | 2
C=CCN1C(=O)CSc2ccc(C(=O)NC(C)c3ccccc3)cc21 (stereo not given) | 10 | 0% | -3 | 2% | 0 | 0% | 0% | 2% | -0.9% | 4 | 20
Cc1ccc(NC(=O)CNc2cccc(S(=O)(=O)N3CCCCC3)c2)cc1F | -18 | . | -4 | . | -1 | -1% | . | . | -0.5% | . | 11
O=C(Cc1ccccc1)NNC1CC(=O)N(c2ccccc2)C1=O (stereo not given) | 12 | 1% | -9 | -1% | -3 | 9% | 4% | 0% | 0.3% | 3 | 0
Cc1oc2c(c1C(=O)NCCO)CCCC2 | 19 | 4% | 0 | 3% | -3 | 3% | -2% | -2% | -0.2% | -2 | 2
Clc1ccc(-c2cc(C3CCNCC3)[nH]n2)c(Cl)c1 | 8 | 35%[activator] | -30 | -1% | 8 | 11% | 3% | -2% | 0.2% | 1 | 2
CC(=O)Nc1ccc(NC(=O)Cn2cnc3c(cnn3C(C)(C)C)c2=O)cc1 | -7 | 8% | 25 | 4% | 1 | 3% | -10% | 0% | -0.3% | 0 | 1
COc1cc(OC)cc(C(=O)NC(=S)N2CCCCC2c2cccnc2)c1 (stereo not given) | -9 | ? | -6 | 1% | 1 | -2% | 17% | . | 0.2% | 2 | -4
O=c1[nH]c(/C=C\c2cccc(F)c2)nc(O)c1[N+](=O)[O-] | 2 | -23% | -1 | -1% | 0 | 0% | 78%[activator] | -15% | -1.1% | 0 | -4
Cc1oc(-c2ccccc2F)nc1CSCC(=O)NC1CCC(C)CC1 (stereo not given) | 1 | 2% | 12 | . | -5 | -1% | -24% | 3% | -0.8% | 8 | ?
Cc1cc(C)c(C(=O)O)c(Cl)n1 | -19 | -10% | 25 | -4% | -5 | 4% | -13% | -3% | -0.1% | -9 | 0
COc1ccc(N(C)S(=O)(=O)c2cccc(C(=O)Nc3cc(OC)ccc3OC)c2)cc1 | 4 | 5% | 1 | -2% | -6 | 1% | 25% | -2% | -0.2% | 0 | -6
O=C(C[n+]1cccc(/C=N/O)c1)N(Cc1ccccc1)Cc1ccccc1 | 19 | 2% | 0 | -1% | 0 | 1% | . | 5% | 0.1% | 2 | 1
CCN(CC)C(=O)CN(C#N)c1nc(C)cc(C)n1 | 4 | 4% | . | -4% | -2 | 3% | 3% | 0% | -0.5% | 5 | -2
CCOc1ccc2nc(-c3ccccc3)nc(SCC(=O)Nc3ncc(C)s3)c2c1 | -7 | 19% | -16 | 2% | -3 | 1% | -7% | 1% | -0.1% | 0 | 3
NS(=O)(=O)c1ccc(CCNC(=O)c2ccc3ccccc3n2)cc1 | 8 | -17% | 3 | -2% | -2 | 0% | -19% | -2% | -0.1% | 1 | 8
Cc1cccc(NC(=O)CN2C(=O)S/C(=C\c3cc(C)n(C)c3C)C2=O)c1 | -21 | 12% | -22 | 14% | 1 | -7% | 1% | 0% | 0.0% | -20 | 5
N#Cc1ccc(CSc2nnc(NC(=O)C3CCCO3)s2)cc1 (stereo not given) | 5 | 9% | 5 | -2% | -9 | 2% | -7% | 9% | -0.8% | 6 | -2
CCOc1cc(/C=C(/C#N)c2nc3ccccc3[nH]2)ccc1OCc1ccc(C(=O)O)o1 | -8 | 13% | -23 | 21% | -3 | 3% | 8% | -9% | -0.4% | . | .
CCc1ccc2c(c1)cc(C)c1nnc(SCC(=O)Nc3cc(OC)c(OC)cc3C(=O)O)n12 | 0 | 9% | 2 | -10% | -1 | 4% | 6% | 0% | 0.3% | 0 | -1
O=C(Oc1ccc(=O)n(-c2ccccc2)n1)c1cccc(Cl)c1 | -16 | 40%[activator] | 16 | -10% | 1 | 0% | -6% | 4% | 0.0% | 2 | 6
CCC(C)[C@H](NC(=O)C1CC(=O)N(c2ccc(OC)cc2)C1)C(=O)N1CCCCC1 (stereo not given in full) | 6 | 0% | 20 | 1% | 2 | 0% | -1% | 0% | -0.8% | -9 | -4
C=CCN(c1ccccc1OC)S(=O)(=O)c1ccc(Cl)c(C(=O)Nc2ccc(N3CCOCC3)cc2)c1 | -22 | 37%[activator] | -6 | 3% | 0 | -9% | -8% | 10% | 0.0% | -4 | 0

The closing 4 records of the section above are carried over, then new ones follow:
SMILES | Giardia kill | CXXC DNA block | KCNH2 3.1 block | PKM2 activator | hERG WT inh | USP2a inh | Menin MLL FP TR | GALK inhibitor | B2AR arrestin | FBPA coupling cs | TRPV1 ag
CCc1ccc2c(c1)cc(C)c1nnc(SCC(=O)Nc3cc(OC)c(OC)cc3C(=O)O)n12 | 0 | 9% | 2 | -10% | -1 | 4% | 6% | 0% | 0.3% | 0 | -1
O=C(Oc1ccc(=O)n(-c2ccccc2)n1)c1cccc(Cl)c1 | -16 | 40%[activator] | 16 | -10% | 1 | 0% | -6% | 4% | 0.0% | 2 | 6
CCC(C)[C@H](NC(=O)C1CC(=O)N(c2ccc(OC)cc2)C1)C(=O)N1CCCCC1 (stereo not given in full) | 6 | 0% | 20 | 1% | 2 | 0% | -1% | 0% | -0.8% | -9 | -4
C=CCN(c1ccccc1OC)S(=O)(=O)c1ccc(Cl)c(C(=O)Nc2ccc(N3CCOCC3)cc2)c1 | -22 | 37%[activator] | -6 | 3% | 0 | -9% | -8% | 10% | 0.0% | -4 | 0
O=C(NCC1CCCO1)C1CCCN(S(=O)(=O)c2ccc(F)cc2)C1 (stereo not given) | 30 | 1% | . | 1% | -3 | 2% | . | 3% | -0.7% | . | -4
COc1cccc(NCc2nnc(SCC(=O)NC3CCS(=O)(=O)C3)n2C2CCCCC2)c1 (stereo not given) | 9 | . | -21 | . | -2 | 1% | . | . | -0.6% | . | -1
Cc1cc(NC(=O)CSc2nnc(NCc3ccccc3)s2)no1 | 7 | 5% | 8 | -4% | -6 | 11% | . | 0% | -0.3% | 1 | -1
O=C(NCc1ccc(F)cc1)C1CCCN1C(=O)Nc1ccc(Cl)cc1 (stereo not given) | ? | -3% | -10 | . | -5 | 6% | 16% | -4% | 0.2% | -2 | 1
Cc1cccc2cc(CN(CC3CCCO3)S(=O)(=O)c3ccccc3)c(=O)[nH]c12 (stereo not given) | 8 | -9% | 4 | . | -2 | 4% | -6% | 1% | -0.7% | 1 | 5
Cc1cccc(N=Cc2c(O)cc(C)oc2=O)c1 | 1 | 45%[activator] | -3 | -2% | -3 | 3% | ? | -1% | -1.9% | -1 | 16
O=C(Nc1cccc(NC(=O)c2ccc(Br)o2)c1)c1ccccc1 | -19 | 1% | 13 | 3% | 2 | 3% | 32%[activator] | 15% | 0.3% | 0 | 14
CC[C@]1(c2cccc(C)c2)C(=O)N(C(=O)OC)N1C(=O)OC | -13 | 19% | 5 | -1% | 0 | 0% | -14% | . | -0.9% | 0 | 2
O=C(CSc1nnc(-c2ccncc2)o1)Nc1cccc(F)c1 | -1 | . | 11 | . | -3 | 3% | . | . | -0.8% | . | 1

High-throughput results as filed in PubChem.
